# HEK293 tox: HEK 293 cell cytotoxicity | HEK 293 viability, ATP luminescence (CellTiter-Glo), 48-72 h | Potency, µM (highest dose often 115 µM), for inactives: at the top dose activity change, negative = cytotoxicity, most hits filed as inhibitors | 94,000 tested, 6.6% active | AID 1345083; also: potency is read from the fitted curve at half-maximal effect; nearly all actives have a fitted effect of over 60% in size
#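 Cells seeded first (HEK 293, 250 cells/well), then compound added by pintool. Incubation ran 48 or 72 hr at 37 degree Celsius. CellTiter-Glo was added and luminescence imaged after 10 min at room temperature.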
# GPT2 inh: inhibitors of human GPT2 alanine aminotransferase | Recombinant GPT2, coupled pyruvate oxidase/HRP Amplex Red fluorescence | Q8TD30 | 100,000 tested, 0.25% active | Potency, µM (highest dose often 57.7 µM), for the others: at the top dose activity change, negative = inhibition, usual class: inhibitors; also: potency is read from the fitted curve at half-maximal effect; nearly all actives have a fitted effect of over 60% in size; many of its hits are not listed in these tables
#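 Inhibition is scored from Amplex Red fluorescence generated when pyruvate oxidase and HRP act on pyruvate released by GPT2. Reactions contain 10ng/uL enzyme, 250uM a-KG and 2mM L-alanine and run 30 min at room temperature.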
# SNCA viab count: counter-screen for SNCA expression inhibitors: cell viability | HEK-293-SNCA-luc viability, GF-AFC fluorescence, 24 h | Potency, µM (highest dose often 57.1 µM), inactives show at the top dose activity change, negative = cytotoxicity, hits mostly cytotoxic | 150,000 tested, 0.12% active;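 also: potency is read from the fitted curve at half-maximal effect; 0% = DMSO-treated cells and -100% = medium-only wells without cells; nearly all actives have a fitted effect of over 30% in size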
#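 HEK-293-SNCA-luc cells (1500/well) plated 24 h, then exposed 24 h to a dilution series; GF-AFC added 30 min at 37C, fluorescence 405/540 nm; normalised to medium-only and DMSO wells, Hill fit.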
# SNCA expr inhib: reduces expression of the alpha-synuclein gene | 140,000 tested, 0.17% active | Potency, µM (titrated, usually from 57.2 µM), inactives show at the highest dose activity change, negative = inhibition, most hits filed as inhibitors | HEK-293 SNCA-luciferase knock-in, luminescence, 24 h;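 also: potency is read from the fitted curve at half-maximal effect; plate controls were DMSO cells for no effect and cell-free wells for full effect; nearly all actives have a fitted effect of over 45% in size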
# 3T3 cytotox: kills NIH 3T3 cells; NIH 3T3 viability, CellTiter-Glo ATP luminescence, 48-72 h; Potency, µM (highest dose often 96.7 µM), for inactives: at the top dose activity change, negative = cytotoxicity, usual class: inhibitors; 94,000 tested, 4.3% active; AID 1345082; also: potency is read from the fitted curve at half-maximal effect; nearly all actives have a fitted effect of over 55% in size
#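 ATP-dependent luminescence (CellTiter-Glo) served as the viability signal for NIH 3T3 cells treated with compound for 48 or 72 hr at 37 °C.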
# IP6K1 inhibitor: inhibitors of human IP6K1. Q92551. IP6K1 kinase, ADP-Glo luminescence, 2 h; stronger effect = lower value. activity change, % (series mostly up to about 58 µM). 140,000 tested, 0.81% active; in the data active = activity change below about -25%
# Target sequence (Q92551 whole entry, looked up): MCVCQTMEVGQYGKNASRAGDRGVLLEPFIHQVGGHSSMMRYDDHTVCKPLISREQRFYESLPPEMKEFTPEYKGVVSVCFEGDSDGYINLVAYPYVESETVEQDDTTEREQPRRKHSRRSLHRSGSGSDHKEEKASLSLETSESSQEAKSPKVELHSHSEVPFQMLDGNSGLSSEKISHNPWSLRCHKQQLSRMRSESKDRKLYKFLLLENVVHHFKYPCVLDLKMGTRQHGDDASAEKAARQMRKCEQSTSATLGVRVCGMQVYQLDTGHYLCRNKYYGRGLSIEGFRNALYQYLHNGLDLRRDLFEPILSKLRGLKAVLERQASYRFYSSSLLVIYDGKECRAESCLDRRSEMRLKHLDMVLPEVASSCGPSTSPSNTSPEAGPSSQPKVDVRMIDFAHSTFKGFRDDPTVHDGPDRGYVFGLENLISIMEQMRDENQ
#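 ADP-Glo luminescence measures ADP made by human IP6K1 during a 2 h RT reaction with ATP/IP6 (mix at 1.3 mM/130 uM); top library doses 57.5 and 19.1 uM final.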
# FLuc inh: Photinus pyralis luciferase inhibition; 76,000 tested, 2.5% active; purified P. pyralis luciferase, luminescence, biochemical; Potency, µM (doses to about 115 µM), inactives show top-dose activity change, negative = inhibition, most hits filed as inhibitors; AID 1347043; also: potency is read from the fitted curve at half-maximal effect; nearly all actives have a fitted effect of over 65% in size
# Target sequence (P08659 whole entry, looked up): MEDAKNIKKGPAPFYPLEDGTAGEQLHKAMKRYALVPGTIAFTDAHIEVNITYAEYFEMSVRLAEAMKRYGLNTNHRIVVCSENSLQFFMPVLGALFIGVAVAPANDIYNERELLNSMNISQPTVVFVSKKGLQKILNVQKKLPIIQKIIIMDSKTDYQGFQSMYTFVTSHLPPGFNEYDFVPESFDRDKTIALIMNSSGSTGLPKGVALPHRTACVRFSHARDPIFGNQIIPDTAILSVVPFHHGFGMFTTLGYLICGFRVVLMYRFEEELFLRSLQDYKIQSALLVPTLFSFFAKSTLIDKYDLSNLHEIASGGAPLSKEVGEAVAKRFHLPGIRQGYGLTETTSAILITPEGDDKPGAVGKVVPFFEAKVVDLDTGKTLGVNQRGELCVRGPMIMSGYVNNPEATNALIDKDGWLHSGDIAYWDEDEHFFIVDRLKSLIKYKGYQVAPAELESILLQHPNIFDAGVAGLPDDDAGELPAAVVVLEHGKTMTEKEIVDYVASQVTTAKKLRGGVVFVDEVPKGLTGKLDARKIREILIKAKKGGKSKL
#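 Inhibitors were tested against purified firefly luciferase in a biochemical, low-substrate format (both substrates at 10uM) and luminescence measured with a CCD imager.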
# * hit, by the source's call; i = inactive; ? = inconclusive; . = not tested or not shown; [ ] = dose if it differs, or a comment. Unless noted, calls follow the shape of the dose curve; as a rule, active = well fitted curve in the direction sought with a large enough effect; inconclusive = small, poorly fitted or top-dose-only effect, or another doubt; inactive = no such curve, though single readings can be large; an effect the other way counts as inactive or inconclusive. Unless noted, % is scaled to controls: 0 for no effect and ±100 for the full control effect. Only part of the results is shown; the hit share may differ from the screen's.
# Order of results: HEK293 tox, GPT2 inh, SNCA viab count, SNCA expr inhib, 3T3 cytotox, IP6K1 inhibitor, FLuc inh
- COc1ccc(Nc2n[nH]c(C(O)c3cccc(C(F)(F)F)c3)n2)cc1OC (stereo not given)
  ?, ?, -4%[87.6 µM], -26%[87.6 µM], -22%[138 µM], 10, 13%[172 µM]
- Fc1ccc(CN2Cc3[nH]cnc3C[C@H]2c2nc(-c3ccc(F)c(Cl)c3)no2)cc1
  ?, -8%[88.5 µM], -19%[87.6 µM], 29%[87.6 µM], 89µM*, -8, ?
- Cc1ncccc1C(=O)N1C[C@H]2OC(=O)N(CCc3cccc(Cl)c3)[C@H]2C1
  i, -4%[11.5 µM], 3%, 6%, -8%, 7, 6%
- CN(C)c1nc2c(c(=O)[nH]1)CCN(Cc1ccc(OC(F)(F)F)cc1)CC2
  7%, 3%, -2%, 1%, i, 0, 12%
- CC1(C(=O)O)CCN(S(=O)(=O)c2ccccc2)CC1
  -5%[172 µM], -7%[88.5 µM], 7%[87.6 µM], 0%[87.6 µM], -29%[138 µM], 5, .
- C=CCNC(=O)c1ccc(CN2C(=O)NC3(CCS(=O)(=O)CC3)C2=O)cc1
  2%, -6%, 4%, -5%, 4%, 4, -4%
- Cc1ccc(CN2CCCCCCNC(=O)[C@@H]3C[C@@H](C(=O)NCCc4c[nH]c5ccccc45)C[C@@H]32)o1
  ?, 3%, -4%, -10%, ?, 14, -4%
- O=C(Nc1cccc(OC(F)(F)F)c1)c1cc(-c2ccc[nH]2)n[nH]1
  -9%, i, -5%, -24%, -6%, 6, ?
- CCOc1ccc(CNC(=O)Cn2ncc3c(=O)oc4ccc(C)cc4c32)cc1
  ., ., 3%, 4%, ., 23, .
- COc1ccccc1-c1cc(C(=O)N2CCN(C(C)=O)CC2)c2cnn(C)c2n1
  -9%, ., ., ., -18%, -2, .
- Nc1nccc(N2C[C@H]3CN(C(=O)C4CCC4)C[C@@]3(C(=O)O)C2)n1
  0%, -10%, -15%, 46%[activator], -2%, 0, -1%
- COc1cccc(N2C(=O)NC(=NC3CCCC3)C23CCN(C(=O)c2ccccc2F)C3)c1 (stereo not given)
  -24%, 1%, -10%, 1%, ?, 7, .
- O=C(O)CSCC(=O)N[C@H]1C[C@H]2C(=O)Nc3ccc(-c4cccs4)cc3C(=O)N2C1
  -17%, 0%, 5%, -21%, -20%, 1, 1%
- O=C(c1cccc(Cl)c1)N1CCC(N2CC3CCCN3C2=O)CC1 (stereo not given)
  ?, i, -6%, 10%, -10%, 8, 9%
- COc1ccc(CNC(=O)c2cccc(NC(=O)N3CCSc4ncccc43)c2)cc1
  ., ., -20%, ?, ., -1, .

# The results go on:
# Order of results: HEK293 tox, GPT2 inh, SNCA viab count, SNCA expr inhib, 3T3 cytotox, IP6K1 inhibitor, FLuc inh
- CC(C)c1noc(-c2cn(C3CCCN(C(=O)c4ccc(F)cc4Cl)C3)nn2)n1 (stereo not given)
  ?, -4%, -11%, 6%, -30%, 1, 0%
- COc1cc(-c2noc(-c3nc(-c4ccc(C)cc4)no3)n2)cc(OC)c1OC
  7%, 2%, 6%, 21%, 0%, 4, -1%
- CCc1noc(-c2ccn3c(CNC(=O)c4ccncc4)nnc3c2)n1
  -1%, -6%, 6%, ?, -5%, 5, 3%
- O=c1[nH]c(N2CCOCC2)nc2c1CCN(Cc1cccc(Cl)c1F)CC2
  ?, -6%, -11%, -29%, ?, 0, -5%
- COc1ccc(NC(=O)c2ccc3c(=O)n4nc(Nc5ccccc5C)sc4nc3c2)cc1
  ., ., 6%, 8%, ., 21, .
- COc1cccc(OC)c1-c1cc(C(=O)NC2(C(=O)O)C3CC4CC(C3)CC2C4)nn1-c1ccnc2cc(Cl)ccc12 (stereo not given)
  ., i, 9%, 1%, ., ., .
- NC(=O)Cc1c[nH]c2ncc(-c3cccc(C(F)(F)F)c3)cc12
  ?, -6%[88.5 µM], 4%[87.6 µM], -10%[87.6 µM], 32µM*, -32*, -5%[172 µM]
- Cc1cccc(C(=O)N2CC(N(Cc3ccccn3)S(C)(=O)=O)C2)c1
  2%, i, 1%, -14%, -3%, 5, .
- COc1ccccc1Nc1ncc2c(n1)CN(C(=O)COc1ccccc1)CCN2
  -45%[172 µM], i, -2%[87.6 µM], 18%[87.6 µM], ?, 19, -14%[172 µM]
- O=C(CCc1ccccc1)N1CCC[C@H]1c1nc(-c2ccccc2)no1
  ?, i, -10%, 5%, -38%, -6, -15%
- COC(=O)c1cccc(-c2nc(C3CC(=O)N(c4ccc(Cl)cc4)C3)no2)c1 (stereo not given)
  ?, i, 16%, 14%, ?, -5, -4%
- COc1ccc(F)cc1S(=O)(=O)N1CCCC(Cn2c(C)nc3cccnc32)C1 (stereo not given)
  ?, i, 3%, 3%, ?, -9, 4%
- CCc1nc2nc(C)cc(Nc3cc(Cl)ccc3C)n2n1
  ., ., -6%, 17%, ., -7, .
- Cn1cnnc1CC1CCN(C(=O)CCc2nc3ccccc3[nH]c2=O)CC1
  -8%, -22%[11.5 µM], 6%, 0%, -8%, 4, 11%
- O=C1CCN(S(=O)(=O)c2ccccc2)CCCN(C(=O)c2ccc3ccccc3n2)CCN1
  i, 0%, -16%, 10%, -10%, 6, -2%

# Of the compounds above, 4 contain a CF3 group:
# Order of results: HEK293 tox, GPT2 inh, SNCA viab count, SNCA expr inhib, 3T3 cytotox, IP6K1 inhibitor, FLuc inh
- COc1ccc(Nc2n[nH]c(C(O)c3cccc(C(F)(F)F)c3)n2)cc1OC (stereo not given)
  ?, ?, -4%[87.6 µM], -26%[87.6 µM], -22%[138 µM], 10, 13%[172 µM]
- CN(C)c1nc2c(c(=O)[nH]1)CCN(Cc1ccc(OC(F)(F)F)cc1)CC2
  7%, 3%, -2%, 1%, i, 0, 12%
- O=C(Nc1cccc(OC(F)(F)F)c1)c1cc(-c2ccc[nH]2)n[nH]1
  -9%, i, -5%, -24%, -6%, 6, ?
- NC(=O)Cc1c[nH]c2ncc(-c3cccc(C(F)(F)F)c3)cc12
  ?, -6%[88.5 µM], 4%[87.6 µM], -10%[87.6 µM], 32µM*, -32*, -5%[172 µM]

# Continued.
SMILES	HEK293 tox	GPT2 inh	SNCA viab count	SNCA expr inhib	3T3 cytotox	IP6K1 inhibitor	FLuc inh
CC(=O)c1cccc(NC(=O)c2nc(-c3ccccc3)n(-c3cccc(C)c3)n2)c1	.	.	-18%	-6%	.	-8	.
CC(C)c1cc(NCCc2nc(N)cc(=O)[nH]2)n2nccc2n1	1%	i	9%	-20%	-13%	5	-1%
COc1cccc(-n2nnc3c(sc4nc(C)cc(C)c43)c2=O)c1	.	.	-1%	28%	.	-20	.
COCC(=O)NC[C@@H]1C=C(C)[C@H](CC(=O)Nc2ccccn2)C[C@H]1C(C)C	-20%[172 µM]	-1%[88.5 µM]	-11%[87.6 µM]	-12%[87.6 µM]	-17%[138 µM]	6	-8%[172 µM]
Cc1occc1C(=O)N[C@@H]1CN(S(C)(=O)=O)C[C@H]1CN(C)C	5%	i	4%	78%[activator]	-2%	3	?
COc1ccccc1-c1cccc(C(=O)N2CCC[C@H]2C(=O)NCCc2ccc(F)cc2)c1	?	i	5%[12.5 µM]	-27%	?	4	.
COc1ccc(CCC(=O)NC2CC(=O)N(c3ccccc3)C2)cc1 (stereo not given)	.	.	2%	43%[activator]	.	17	.
CC(C)(C)OC(=O)N1CCC(c2c(C(=O)NCc3cccs3)cnn2-c2cccc(F)c2)CC1	.	.	-1%	-6%	.	8	.

# More results
SMILES	HEK293 tox	GPT2 inh	SNCA viab count	SNCA expr inhib	3T3 cytotox	IP6K1 inhibitor	FLuc inh
CNC(=O)[C@@H]1CN(C(=O)c2ccc(F)cn2)C[C@H]1COC	-11%	i	-1%	-14%	-10%	7	-1%
CCc1ccccc1NC(=O)Cn1cc(C(=O)c2ccc(Cl)cc2)c(=O)c2ccc(C)nc21	.	.	-18%	30%[activator]	.	4	.
CC[C@@H]1[C@@H](NC(=O)CCCn2nnc(-c3ccc(F)cc3)n2)[C@@H]2CCO[C@H]12	-24%	i	-5%	14%	-30%	14	-8%
CO/N=C(\C(=O)N[C@@H]1C(=O)N2C(C(=O)O)=C(CSc3nc(=O)c(O)nn3C)CSC12)c1csc(N)n1 (stereo not given in full)	.	i	11%	3%	.	.	.
CCOc1ccc2oc(=O)cc(CN3CCN(C(=O)c4ccc(F)cc4)CC3)c2c1	.	.	-7%	-23%	.	-13	.
COc1ccc(NC(=O)Cn2c(N3CCc4ccccc4C3)nc(C)cc2=O)cc1OC	?	?	-23%	-16%	?	2	0%
COc1ccc(N2Cc3cccc(C(=O)Nc4ccc(C(C)C)cc4)c3C2=O)cc1	.	.	10%	-15%	.	5	.
O=C(COc1ccccc1)N1CCC(O)(c2csc(CN3CCOCC3)n2)CC1	i	-25%[88.5 µM]	4%[87.6 µM]	23%[87.6 µM]	4%[174 µM]	11	-4%[172 µM]

# New compounds follow:
SMILES	HEK293 tox	GPT2 inh	SNCA viab count	SNCA expr inhib	3T3 cytotox	IP6K1 inhibitor	FLuc inh
Cc1nc(CN2CCC3(CC2)CC(c2ccccc2)C(=O)N(C2CC2)C3)no1 (stereo not given)	i	4%	2%	7%	1%	14	-2%
CCOC(=O)CCCN1C(=O)CCn2nc(-c3cn(C)c4ccccc34)cc21	.	.	-14%	-4%	.	-13	.
Cc1ccc(C2c3[nH]c4ccccc4c3CCN2C(=O)c2ccc(N(C)C)cc2)cc1 (stereo not given)	.	.	-9%	?	.	34	.
Cc1cn2c(=O)cc(COC(=O)c3ccc(NC(=O)COc4ccccc4F)cc3)nc2s1	.	.	3%	-2%	.	4	.
COc1ncccc1C(=O)N1CCc2onc(-c3cccc4ccccc34)c2C1	?	i	10%	15%	-24%	-6	-10%
O=C(c1cccc(OC2CN(Cc3ccc(F)cc3F)C2)c1)N1CCCC1	?	i	-23%	15%	?	11	6%
COc1ccc(C2(c3nc(C4CC(=O)N(c5ccc(C)cc5)C4)no3)CC2)cc1 (stereo not given)	?	i	1%	-13%	?	-3	5%
COc1ccc(NC(=O)c2ccc(C(=N)N(C)C)cc2)c(C(=O)Nc2ccc(Cl)cn2)c1	.	i	?	.	.	-12	.
O=C(c1ccc(Cl)cc1)N1CCC(n2cc(-c3cccc(F)c3)[nH]c2=O)CC1	-18%	2%	0%	9%	-21%	-1	.
CCOc1ccc(OC(=O)c2sc3ncn(Cc4cccc(F)c4)c(=O)c3c2C)cc1	.	.	1%	-12%	.	-1	.
COc1ccc(-c2noc(-c3ccc(N4CCCC4)c([N+](=O)[O-])c3)n2)cc1OC	.	.	12%	13%	.	0	.

# Taken from the results shown for reference:
SMILES	HEK293 tox	GPT2 inh	SNCA viab count	SNCA expr inhib	3T3 cytotox	IP6K1 inhibitor	FLuc inh
CCOc1ccc(OC(=O)c2sc3ncn(Cc4cccc(F)c4)c(=O)c3c2C)cc1	.	.	1%	-12%	.	-1	.
COc1ccc(-c2noc(-c3ccc(N4CCCC4)c([N+](=O)[O-])c3)n2)cc1OC	.	.	12%	13%	.	0	.

# Compound activity as filed in PubChem.
